Screens deposited in PubChem BioAssay by several laboratories.
CAL-PDZ inh HTS: CAL PDZ (human) peptide binding inhibition; purified CAL PDZ, TMR-peptide fluorescence polarization, 1 h; inhibition, % at 24.9 µM; 300,000 compounds, 0.92% hits; AID 602252;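 active = mean inhibition of at least 30% with at least half of replicates also reaching 30%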;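 also: 0% = DMSO neutral control and 100% = excess unlabeled competitor peptide PRC23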
V-ATPase pH: alters yeast V-ATPase proton transport | S. cerevisiae, pHLuorin cytosolic pH fluorescence | 350,000 compounds, 0.37% hits | AID 504577 | response, % at 10 µM; in the data active = response mostly above about 7.3%, no sharp cut-off; inactive = mostly below about 5.4%; also: actives read high; inactives centre near 0; some compounds called inactive have numbers as strong as hits; reference of the scale not given here
OPRM1-OPRD1 inv: inverse agonist of human OPRM1-OPRD1 heterodimerization. P35372+P41143. cell-based MOR-DOR heterodimer luminescence, inverse agonism. inhibition, % at 9.3 µM. 340,000 compounds, 0.21% hits. AID 504357; in the data active = inhibition above about 22%, passing the limit was not always enough;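 also: 0% = cells with DMSO and 100% = wells without cells with DMSO; values of inactives mirror those of a sister screen read the other way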
HTR5A ag ctr: HTR5A agonism, opioid heterodimer counter-screen; HTR5A agonist assay, luminescence, cell-based; AID 504692; activation, % at 9.3 µM; P47898; 340,000 compounds, 0.61% hits; in the data active = activation mostly above about 9.5%, no sharp cut-off; inactive = mostly below about 7.6%;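 also: 0% = cells with vehicle only and 100% = reference agonist; strong numbers were not always called active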
Target sequence (P47898 whole entry, looked up): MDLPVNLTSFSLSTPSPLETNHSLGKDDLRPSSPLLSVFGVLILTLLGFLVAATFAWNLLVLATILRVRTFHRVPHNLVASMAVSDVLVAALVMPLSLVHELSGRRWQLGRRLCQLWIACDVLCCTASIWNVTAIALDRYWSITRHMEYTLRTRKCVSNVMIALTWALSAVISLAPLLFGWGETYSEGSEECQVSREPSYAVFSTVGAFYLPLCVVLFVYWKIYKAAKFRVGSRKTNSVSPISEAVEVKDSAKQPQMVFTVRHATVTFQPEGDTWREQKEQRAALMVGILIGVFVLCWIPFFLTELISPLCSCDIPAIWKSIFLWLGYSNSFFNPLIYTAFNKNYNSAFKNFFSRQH
Cardiac RTF inh: cardiac RTF calcium desensitization; P19429+P45379; IANBD-labeled cardiac RTF, Ca2+ fluorescence; inhibition, % at 7.15 µM; 340,000 compounds, 0.12% hits; AID 493244;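 active = inhibition above the mean inhibition of all tested compounds plus 3 SD, cut at about 17% in these data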;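 also: assay run at fixed EC70 calcium of 1.6 mM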
OPRM1-OPRD1 ag: OPRM1-OPRD1 heterodimerization agonism; P35372+P41143; cells, luminescence; 340,000 compounds, 0.3% hits; activation, % at 9.3 µM; in the data active = activation above about 18%;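 also: 0% = vehicle-treated cells and 100% = reference agonist; values of inactives mirror those of a sister screen read the other way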
RTF Ca sens act: increases calcium sensitivity of human cardiac regulated thin filaments | AID 493008 | 340,000 compounds, 0.24% hits | IANBD-labeled TnC RTF fluorescence at EC20 calcium; 0% EC20 calcium, 100% full calcium | P19429+P45379 | activation, % at 7.2 µM;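 active = activation above the mean over all tested compounds plus 3 SD, cut at about 30% in these data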;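 also: rise in fluorescence read as greater calcium sensitivity of cardiac thin filaments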
Keap1-Nrf2 PPI: inhibitors of human Keap1-Nrf2 protein-protein interaction | Keap1 Kelch-Nrf2 peptide fluorescence polarization, 1536-well | inhibition, % at 9.4 µM | 340,000 compounds, 0.15% hits; in the data active = inhibition above about 12%;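 also: human Keap1 Kelch domain with fluorescein labeled Nrf2 9mer peptide probe; 0% = neutral control wells and 100% = peptide positive control; higher means more block of Keap1 binding to Nrf2 peptide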
Target sequence (Q14145 whole entry, looked up, the tested form may be a part): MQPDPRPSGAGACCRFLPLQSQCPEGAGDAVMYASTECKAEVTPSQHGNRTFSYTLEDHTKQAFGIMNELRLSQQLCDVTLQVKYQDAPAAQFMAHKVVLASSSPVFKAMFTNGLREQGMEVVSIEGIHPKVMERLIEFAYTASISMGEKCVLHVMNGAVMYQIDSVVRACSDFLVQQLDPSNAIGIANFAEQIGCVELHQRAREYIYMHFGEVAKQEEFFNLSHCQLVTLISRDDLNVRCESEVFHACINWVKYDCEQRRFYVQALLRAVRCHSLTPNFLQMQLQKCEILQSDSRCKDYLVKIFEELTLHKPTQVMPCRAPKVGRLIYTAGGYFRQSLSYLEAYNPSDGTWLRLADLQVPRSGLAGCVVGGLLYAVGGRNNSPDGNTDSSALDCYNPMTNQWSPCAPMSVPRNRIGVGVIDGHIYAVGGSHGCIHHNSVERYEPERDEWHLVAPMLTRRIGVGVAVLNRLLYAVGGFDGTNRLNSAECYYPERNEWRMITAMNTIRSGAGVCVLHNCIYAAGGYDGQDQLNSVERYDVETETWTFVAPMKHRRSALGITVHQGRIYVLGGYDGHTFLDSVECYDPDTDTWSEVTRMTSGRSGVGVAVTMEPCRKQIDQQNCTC
HTR5A inv ag: counter-screen for OPRM1-OPRD1 inverse agonists: human HTR5A inverse agonism. 340,000 compounds, 0.083% hits. inhibition, % at 9.3 µM. HTR5A cell line, luminescence. P47898; in the data active = inhibition mostly above about 23%, no sharp cut-off; inactive = mostly below about 18%;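 also: 0% = cells with DMSO and 100% = no-cell wells with DMSO; some compounds called inactive have numbers as strong as hits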
LANA DNA inh: KSHV C-LANA DNA binding inhibition; MBP-C-LANA/FAM-LBS DNA binding, fluorescence polarization; inhibition, % at 9 µM; 340,000 compounds, 0.078% hits;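 active = highest replicate inhibition at or above 60% at 9 µM, even if other replicates fall short; inactive = all replicates below 60% inhibition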;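 also: 0% = neutral control wells and 100% = 4 µM acridine orange control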
Numbers without * were called inactive; . = no result given.

SMILES	CAL-PDZ inh HTS	V-ATPase pH	OPRM1-OPRD1 inv	HTR5A ag ctr	Cardiac RTF inh	OPRM1-OPRD1 ag	RTF Ca sens act	Keap1-Nrf2 PPI	HTR5A inv ag	LANA DNA inh
O=C(Oc1ccc2ccc(OC(=O)N3CCCCCC3)cc2c1)N1CCCCCC1	-7	3	-14	-3	-17	2.0	1	-1	-9	-1.5
COc1ccc(CN2CCN(Cc3c[nH]c4ccccc34)CC2CCO)c(F)c1 (stereo unspecified)	7	-1	-3	5	2	0.6	1	-2	13	0.4
CCOC(=O)N1CCN(C(=O)c2ccc([N+](=O)[O-])cc2Cl)CC1	2	1	-4	0	-6	0.8	1	-3	0	-0.2
O=S(=O)(c1ccc2c(c1)CCCC2)N1CCNCC1	-1	-5	9	5	-1	-2.1	4	0	-14	3.2
O=C(CSc1nnc(NC2CCCCC2)s1)Nc1ccc2c(c1)C(=O)c1ccccc1C2=O	1	-1	-44	-2	3	6.1	-8	0	4	-0.3
COc1ccc(CCNC(=O)c2c(O)c3cccc4c3n(c2=O)CC4)cc1	0	-1	-8	0	9	1.4	0	3	-1	0.4
C=CCS/C(N)=N\N=C\c1cc(Br)cc([N+](=O)[O-])c1O	4	-1	8	1	2	-1.6	-1	-2	16	-0.8
O=C(c1cccc(Cl)c1)N1CCN(Cc2ccc3c(c2)OCO3)CC1	1	-4	-2	1	3	0.4	0	3	-5	0.5
CCCCCCCn1c(=O)c(C(=O)OC)c(N)c2ccccc21	.	3	-8	2	0	1.6	-3	2	-19	1.0
O=C(N/N=C/c1cc2c(cc1[N+](=O)[O-])OCO2)c1ccc2c(c1)OCO2	.	0	4	1	-7	-0.4	-8	6	-9	2.3
N#CCSc1nnc(-c2cccnc2)n1-c1ccccc1	0	-2	14	2	1	-2.4	2	0	27	-0.7
O=C(CSc1ccccc1C(=O)O)NCc1ccccc1	8	1	-5	2	-1	1.0	2	1	-6	-1.5
CCS(=O)(=O)c1ccc(N)cc1	-2	-3	21	-2	-12	-4.5	4	3	6	1.3
COC(=O)c1c(NC(=O)c2ccc(C)cc2)csc1C	22	2	-28	-1	-3	5.5	-1	-4	12	-0.3
CCCCCOC(=O)c1[nH]c2c(c1C)C(=O)C(C(=O)OC)C(C)C2 (stereo unspecified)	-2	-3	-9	-1	0	1.6	2	-3	2	-0.8
CC1=C(C(=O)N2CCN(c3cc(C)ccc3C)CC2)C2(CCCCC2)OC1=O	.	2	18	5	-3	-3.5	-5	0	-14	12
COCCNc1nnc(SCC(=O)Nc2cc(-c3ccccc3)nn2-c2ccccc2)s1	1	-1	21	-3	9	-3.5	-2	-6	8	0.3
COc1ccccc1N1CCN(C(=O)Nc2cccc(Cl)c2)CC1	.	-5	10	3	1	-1.8	-3	0	-2	-1.0
CCC(C)(C)c1ccc(OC(=O)c2cccnc2Cl)cc1	-22	-4	-10	2	-21	1.6	-2	3	-4	1.0
O=C1C(CN2CCCC2)CCCC1CN1CCCC1 (stereo unspecified)	-9	3	12	1	-4	-2.7	-6	-18	-5	-0.3
CCOc1ccc(C(CC(=O)O)NC(=O)COc2ccccc2OC)cc1OC (stereo unspecified)	-1	1	13	1	-3	-2.5	3	-3	15	-0.4
O=S(=O)(Nc1ccccc1)c1ccc(F)cc1	-1	3	3	5	-9	-0.5	-3	-3	10	0.4
COc1cc(OC)c2c(=O)cc(-c3ccccc3)oc2c1	-4	-3	13	2	-1	-2.6	5	-2	3	-1.6
CC(=O)n1c(Cl)c(NC(=O)CCl)c2ccccc21	2	-3	13	0	-7	-2.2	2	-2	4	0.7
COc1ccc(NCC(=O)Nc2cccc(S(=O)(=O)N3CCCC3)c2)cc1Cl	-1	-5	0	8	-6	0.0	-5	1	-22	-1.8
O=Cc1cn(-c2ccc(F)cc2)c2ccccc12	-2	0	-2	2	-9	0.3	-4	-1	-8	0.1
COc1cc2c(cc1OC)-c1cc(N3CCc4ccccc43)nc(=O)n1CC2	-2	1	14	-2	7	-2.9	-5	-1	5	-0.4
CCCCCC(=O)Nc1ccc(S(=O)(=O)Nc2nccnc2OC)cc1	.	-3	14	-1	-1	-2.6	-2	-7	-9	-0.4
CCOc1cc(N2CCOCC2)c(OCC)cc1NC(=O)Cc1ccccc1OC	-6	-5	11	14	-1	-2.1	-2	-4	-35	-2.5
Cc1cc(CN2CCCC(CNC(=O)c3ccc(F)cc3)C2)cc(C)c1O (stereo unspecified)	.	-6	0	1	2	0.0	-1	7	2	-3.4
N#CC(C(=O)NC1CC1)c1nc2ccccc2nc1N1CCCC1 (stereo unspecified)	-6	-2	11	2	4	-2.7	-5	7	-4	13
CCCCN(CCCC)c1ccc(C(=O)c2ccccc2C(=O)O)c(O)c1	-2	4	6	-1	1	-1.1	-20	3	-7	-1.8
O=C(Nc1ccccc1C(=O)O)c1cc(S(=O)(=O)N2CCOCC2)cs1	-5	1	16	-4	1	-3.4	1	-4	-3	2.9
CCOC(=O)Cc1nnc(Nc2cccc(O)c2)c2ccccc12	-4	0	1	-2	-13	-0.2	4	5	6	-3.4
O=C(COc1ccccc1)N1CCN(C(=O)Cc2ccccc2)CC1	2	0	2	-3	-9	-0.6	-2	-4	9	-0.2
CN(C(=O)Nc1ccc(S(=O)(=O)N(C)C)cc1)C1CCCCC1	5	6	15	3	3	-2.4	1	2	-18	1.1

For reference, part of the list above:
SMILES	CAL-PDZ inh HTS	V-ATPase pH	OPRM1-OPRD1 inv	HTR5A ag ctr	Cardiac RTF inh	OPRM1-OPRD1 ag	RTF Ca sens act	Keap1-Nrf2 PPI	HTR5A inv ag	LANA DNA inh
O=Cc1cn(-c2ccc(F)cc2)c2ccccc12	-2	0	-2	2	-9	0.3	-4	-1	-8	0.1
COc1cc2c(cc1OC)-c1cc(N3CCc4ccccc43)nc(=O)n1CC2	-2	1	14	-2	7	-2.9	-5	-1	5	-0.4
CCCCCC(=O)Nc1ccc(S(=O)(=O)Nc2nccnc2OC)cc1	.	-3	14	-1	-1	-2.6	-2	-7	-9	-0.4
CCOc1cc(N2CCOCC2)c(OCC)cc1NC(=O)Cc1ccccc1OC	-6	-5	11	14	-1	-2.1	-2	-4	-35	-2.5
Cc1cc(CN2CCCC(CNC(=O)c3ccc(F)cc3)C2)cc(C)c1O (stereo unspecified)	.	-6	0	1	2	0.0	-1	7	2	-3.4
N#CC(C(=O)NC1CC1)c1nc2ccccc2nc1N1CCCC1 (stereo unspecified)	-6	-2	11	2	4	-2.7	-5	7	-4	13
CCCCN(CCCC)c1ccc(C(=O)c2ccccc2C(=O)O)c(O)c1	-2	4	6	-1	1	-1.1	-20	3	-7	-1.8
O=C(Nc1ccccc1C(=O)O)c1cc(S(=O)(=O)N2CCOCC2)cs1	-5	1	16	-4	1	-3.4	1	-4	-3	2.9
CCOC(=O)Cc1nnc(Nc2cccc(O)c2)c2ccccc12	-4	0	1	-2	-13	-0.2	4	5	6	-3.4

The list continues:
SMILES	CAL-PDZ inh HTS	V-ATPase pH	OPRM1-OPRD1 inv	HTR5A ag ctr	Cardiac RTF inh	OPRM1-OPRD1 ag	RTF Ca sens act	Keap1-Nrf2 PPI	HTR5A inv ag	LANA DNA inh
COc1ccc(CCNC(=O)CN2C(=O)C3(OCCCO3)c3ccccc32)cc1OC	1	1	12	3	-10	-2.3	0	1	17	-1.1
Cc1ccc(C(=O)ONC(=O)c2ccc(Cl)cc2)cc1[N+](=O)[O-]	-6	2	-4	3	-1	0.8	-3	-5	-12	0.9
CC[C@H](C)[C@H](NC(N)=O)C(=O)Nc1ccc(OC)c(Cl)c1	-3	-3	9	-2	5	-1.7	1	0	7	2.0
CC(C)=NNc1nc(-c2ccccc2)c(C)s1	-1	-2	-5	6	-5	1.0	-7	0	6	0.5
Cc1ccc(S(=O)(=O)N2[C@@H](c3ccccc3F)C(C(=O)O)=CC[C@H]2c2cccc(Cl)c2)cc1	-1	2	15	5	-11	-2.6	1	-1	-9	0.8
COc1ccc(NC(C)=O)cc1NC(=O)c1ccc(C#N)cc1	31*	1	2	-7	-20	-0.4	11	-5	19	4.1
CCCCCCCCN1[C@@H](CC(=O)O)c2cc(C(F)(F)F)ccc2S1(=O)=O	-5	0	11	3	-5	-1.9	-1	-2	-9	1.0
CC(C)CC(O)C1CCN(C(=O)CCc2nnc(-c3ccc4c(c3)OCO4)o2)CC1 (stereo unspecified)	-2	-1	1	-4	1	-0.4	-4	0	-1	-1.4
O=S(=O)(Nc1ccc(Cc2ccncc2)cc1)c1ccc(Br)s1	.	-1	7	-4	-3	-1.3	-4	2	5	-1.1
COc1ccc(C(=O)O/N=C(\N)c2ccccn2)cc1[N+](=O)[O-]	5	-2	-48	5	2	8.6	-1	2	13	-1.1
COCCN(C(=O)c1ccc(C)c(S(=O)(=O)N2CCOCC2)c1)c1c(N)n(CC(C)C)c(=O)[nH]c1=O	3	-3	10	1	-4	-2.4	-1	2	-2	2.3
COc1cccc(-c2nc3ccc(O)cc3c(=O)o2)c1	.	-2	-6	-1	-8	1.0	-2	1	-13	0.0
CCc1cccc(C)c1N(C(=O)Cn1c(CO)nc2ccccc21)C(C)COC (stereo unspecified)	5	9	.	.	8	.	-2	-2	.	0.2
O=C(COc1ccc(Cl)cc1Cl)NCCCn1ccnc1	-3	0	18	8	4	-2.9	-7	-5	2	0.4
CC(=O)Nc1ccc(S(=O)(=O)NNC(=O)c2ccc3c(c2)OCO3)cc1	-4	1	4	-3	-10	-0.8	-2	0	-12	0.5
COC(=O)c1cccc(NC(=S)Nc2ccc(Cl)c(Cl)c2)c1	-7	-1	-1	4	-1	0.1	-2	-2	-13	-0.7
COc1cc(OC)nc(NC(=O)NS(=O)(=O)c2ccc(F)cc2)n1	6	1	.	.	.	.	.	3	.	0.5
CC(=O)Nc1ccc(C(=O)N2CCN(S(=O)(=O)c3ccc4c(c3)OCCCO4)CC2)cc1	0	2	7	3	-6	-1.7	0	2	-8	-2.8
COc1cc2c(cc1OC)CN(C(=O)/C=C/c1cccc([N+](=O)[O-])c1)CC2	-4	-2	2	-1	0	-0.2	-6	4	4	1.8
C/C(=N\Nc1ccccn1)c1ccc(C(C)C)cc1	.	-3	-12	-1	17	2.4	-3	-1	4	1.4
COCCN(CCOC)c1nc(-c2ccccc2)nc2ccccc12	-7	0	1	0	-3	-0.1	3	-1	2	2.8
CCOC(=O)N/N=C\c1ccc(C)s1	4	0	0	5	5	0.0	-1	-1	-13	-0.6
COCCn1cnc2c1c(=O)n(Cc1c(F)cccc1Cl)c(=O)n2Cc1ccccc1	3	-1	8	1	9	-1.2	-7	4	-2	-0.5
